Assay outcomes: PubChem BioAssay, National Center for Advancing Translational Sciences (NCATS)
12-LOX inh: ALOX12 (human) lipoxygenase inhibition. P18054. purified 12hLO, xylenol orange hydroperoxide absorbance. Potency, µM (titrated, usually from 108 µM), for the others: top-dose activity change, negative = inhibition, usual class: inhibitors. actives 1.1% (n = 580,000). AID 1671190; active means well fitted inhibition curve with a large enough effect; inconclusive means small, poorly fitted or top-dose-only effect, or another doubt; inactive means no such curve, though single readings can be large or run the other way
Target sequence (P18054 whole entry, looked up): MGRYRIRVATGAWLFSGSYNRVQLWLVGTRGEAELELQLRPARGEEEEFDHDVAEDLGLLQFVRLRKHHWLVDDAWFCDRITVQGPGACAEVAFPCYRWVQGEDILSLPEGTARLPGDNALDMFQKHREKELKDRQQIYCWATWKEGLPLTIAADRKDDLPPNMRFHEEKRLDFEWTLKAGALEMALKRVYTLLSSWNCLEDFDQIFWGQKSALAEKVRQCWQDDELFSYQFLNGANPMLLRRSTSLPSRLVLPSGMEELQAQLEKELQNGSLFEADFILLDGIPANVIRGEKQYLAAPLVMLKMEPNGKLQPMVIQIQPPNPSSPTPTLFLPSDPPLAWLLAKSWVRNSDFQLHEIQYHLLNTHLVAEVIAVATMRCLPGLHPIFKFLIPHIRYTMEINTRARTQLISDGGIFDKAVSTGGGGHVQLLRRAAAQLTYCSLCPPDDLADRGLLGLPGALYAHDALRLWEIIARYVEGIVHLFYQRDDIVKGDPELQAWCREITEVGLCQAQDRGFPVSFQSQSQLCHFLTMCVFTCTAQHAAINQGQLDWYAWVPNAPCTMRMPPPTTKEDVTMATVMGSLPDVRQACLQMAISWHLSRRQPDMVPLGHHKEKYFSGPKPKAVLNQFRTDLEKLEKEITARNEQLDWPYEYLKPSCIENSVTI
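Hydroperoxide product was detected by ferrous iron/xylenol orange as the 573 to 405 nm absorbance ratio. Arachidonic acid at 40 uM (final) was turned over for 30 min at room temperature by 150 nM human 12hLO, pH 7.0 Hepes buffer, after 15 min compound preincubation.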
Starred values were filed as active, the others as inactive; ? = inconclusive; [ ] = dose if it differs, or a comment. On the % scale 0 is the no-effect control and ±100 the full control effect; potency means the concentration at half of the fitted maximal effect. Not all compounds are listed; count on the stated rates, not on these rows.

SMILES | 12-LOX inh
O=C(NCc1cc(=O)n2nc(-c3ccccc3)sc2n1)Nc1ccccc1 | -3%
CC(C)Cc1cc(C[C@@H]2C[C@H](NC3CCOCC3)C2(C)C)no1 | 19%[176 µM]
Cc1nnc(SCC(=O)c2ccc(Cl)cc2)n1Cc1ccccc1 | ?
COc1cccc(-c2nc(CN(C)CC(=O)Nc3ccc(Br)cc3C)cs2)c1 | 30%[activator]
CCN1CCN(C(=O)C2CCc3nc(N4CCN(C(=O)C5CCC5)CC4)sc3C2)CC1 (stereo not drawn) | 10%
CCCS(=O)(=O)N1CCC(Cc2nncn2-c2ccccc2)CC1 | 32%[activator]
CN1C[C@@H](NC(=O)c2ccc(C(C)(C)C)cc2)C[C@H]1c1nc(-c2ccc3c(c2)OCO3)no1 | ?
Cc1oc(C(O)c2ccccc2)nc1C(=O)Nc1ccc2[nH]c(=O)oc2c1 (stereo not drawn) | 6%[176 µM]
Cc1cc(C)c2oc(C(=O)N3CCC(Cc4ccccc4)CC3)cc(=O)c2c1 | 1%
O=C(c1ccccc1F)N1CC[C@H]2COC(=O)N2c2cc(F)ccc2C1 | 34%[activator][176 µM]
CCc1noc(-c2cn(C3CCN(C(=O)Cc4cccc(Cl)c4)CC3)nn2)n1 | 18%
COC(=O)[C@]12CCCCC=C1N(CCc1ccc(OC)c(OC)c1)C(=O)[C@H](CC(=O)NCc1ccccc1)C2 | -5%
COc1cccc(CCN2CC[C@H]3CN(C(=O)Nc4ccc(F)cc4)CC[C@H]3CC2=O)c1OC | 5%
O=C(NCCc1ccc(Cl)cc1)C1CCc2nnc(C3CCN(C(=O)c4ccc(Cl)cc4Cl)CC3)n21 (stereo not drawn) | 0%[6.33 µM]
Cc1nc(-c2ccc(S(=O)(=O)Nc3ccc(C)c(C)c3)cc2)co1 | 31%
CCc1nc(-c2c3n(c(=O)n(Cc4cccc(C#N)c4)c2=O)CCCC3)no1 | 5%
N#Cc1nc(COc2ccc(Cl)cc2)oc1NCc1ccncc1 | 50%[activator]
O=C1CC(c2ccccc2)N(C(=O)C2CC2)CCCN(C(=O)Cc2c[nH]c3ccccc23)CCN1 (stereo not drawn) | 13%
COC1C(=O)N(c2cccc(F)c2)C12CCN(Cc1cccc(C#N)c1)CC2 (stereo not drawn) | 49%[activator]
CSc1ccc(/C=C2\SC(=Nc3ccccc3)N(c3ccccc3)C2=O)cc1 | 29%
c1ccc(CCCCn2ccnc2-c2cc3n(n2)CCCNC3)cc1 | -17%
Cc1cc(C(=O)N[C@H]2[C@H](O)[C@H](O)C[C@@H]2c2cccnc2)no1 | 56%[activator][176 µM]
Cn1c(=O)[nH]c(=O)c2c1nc(N1CCN(Cc3cccc(Cl)c3)CC1)n2Cc1ccccc1F | -11%
O=C1Nc2ccccc2CC12CCN2Cc1ccc(OC(F)(F)F)cc1 (stereo not drawn) | 4%
Cc1cc(NC(=O)C2CC2)sc1C(=O)NC(C)c1ccccc1Br (stereo not drawn) | ?
COCCC(=O)N1CC(F)(F)C[C@H]1c1nc(-c2cccnc2)no1 | 38%[activator]
COCCNC(=O)C(NC(=O)c1ccccc1Cl)C1CCN(C(=O)C2CCCC2)CC1 (stereo not drawn) | 36%[activator]
CC(C)NC(=O)c1ccc(-c2nnc3ccc(NC(=O)C4CCC4)cn23)cc1 | 28%
CC(C)[C@H](NC(=O)[C@@H](NC(=O)C1CC(=O)N(c2ccc(F)cc2)C1)C(C)C)C(=O)O (stereo partly drawn) | ?
CCCCC1CCC(c2nc3ccccc3[nH]2)CC1 (stereo not drawn) | 4%
O=C(COc1ccc(F)cc1)N1CCC(c2noc(-c3ccncc3)n2)C1 (stereo not drawn) | -4%
CC(C)CNc1ccc2c(n1)C(C)(C(=O)NCCc1cnc[nH]1)CN(Cc1ccccc1)C2 (stereo not drawn) | 132%[activator]
Cc1ccc(-n2c(SCC(=O)Nc3ccc4c(c3)OCCO4)nnc2N2CCOCC2)cc1 | ?
CCN(CC(=O)NC(C)(C)C)C(=O)CSc1nc2ccccc2o1 | 5%
CN(C)CCNc1ccccc1 | ?
COc1ccc(-n2c(=O)c(-c3ccc(F)cc3)nc3cnc(OC)nc32)cc1 | 170%[activator]
CCc1nc2c(c(-c3ccc(OC)cc3)n1)CCN(C(=O)c1ccc3c(c1)OCO3)CC2 | 2%[6.33 µM]
O=[N+]([O-])c1cccc(/C=N/O)c1 | ?
O=C(Nc1ccccc1F)c1ccc2c(=O)n(-c3ccccc3)cnc2c1 | 1%
CN(C)C(CNC(=O)C1CCC(C(C)(C)C)CC1)c1ccsc1 (stereo not drawn) | -20%
O=C(Nc1ccccc1-n1cncn1)C1CC(=O)N(c2ccccc2F)C1 (stereo not drawn) | 22%
Cn1c(CNC(=O)C2(Cc3ccccc3)CCCCC(=O)N2)nc2ccccc21 (stereo not drawn) | 82%[activator]
CCOc1cc(C(=O)NC2CCN(c3cc(-c4ccc(F)cc4)[nH]n3)C2)cc(OCC)c1OCC (stereo not drawn) | 63%[activator]
NCc1cccc(-c2ccc3c(c2)C(=O)N2CC[C@H](NC(=O)NC4CCCCC4)[C@H]2C(=O)N3)c1 | 55%[activator]
CS(=O)(=O)c1ccc(CN2CCCC(c3ccccc3)C2)cc1 (stereo not drawn) | 23%
COc1ccc(C(=O)NC2CCN(c3cc(-c4cccs4)[nH]n3)CC2)c(C)c1 | 17%
OC(CNCc1ccc2ccccc2c1)c1ccccc1 (stereo not drawn) | -9%
COc1ccc(C(=O)Nc2ccc3c(N4CCOCC4)ncnc3c2)c(C)c1 | 24%
O=C(NCC(O)c1ccc(F)cc1F)c1cnccn1 (stereo not drawn) | ?
Cn1nc(C2CCCN2)c2c(C(=O)NCc3cccs3)cc(C3CC3)nc21 (stereo not drawn) | ?

Next part, starting with the last 3 of the part before.
SMILES | 12-LOX inh
COc1ccc(C(=O)Nc2ccc3c(N4CCOCC4)ncnc3c2)c(C)c1 | 24%
O=C(NCC(O)c1ccc(F)cc1F)c1cnccn1 (stereo not drawn) | ?
Cn1nc(C2CCCN2)c2c(C(=O)NCc3cccs3)cc(C3CC3)nc21 (stereo not drawn) | ?
COc1ccccc1N1CCN(c2ncccc2CNC(=O)c2ccco2)CC1 | 3%
O=[N+]([O-])c1cccc(Br)c1 | -8%
CCOC(=O)Nc1ccc2c(CN(C)C3CCCCC3)cc(=O)oc2c1 | ?
Cc1noc(-c2ccccc2Cl)c1C(=O)NCc1ccccc1Cl | 5%
COc1ccc(C(=O)N2CCc3c(sc4ncnc(N)c34)C2)cc1OC | -3%
Cc1ccc(S(=O)(=O)NCCCn2ccnc2-c2nc[nH]c2C)cc1 | 31%[activator]
Cn1ccnc1CN1C(=O)CO[C@H](c2ccc(NC(=O)CCc3ccccc3)cc2)[C@H]1CO | 6%
CC(=O)NC12CC3CC(C1)CC(C(=O)Oc1ccc(-c4ccc(C#N)cc4)cc1)(C3)C2 | 2%
O=C(N[C@@H]1CCOC[C@H]1OCCO)C1(S(=O)(=O)c2ccccc2)CC1 | 23%
CCN(CC)C(=O)COc1ccc2c(C)cc(=O)oc2c1 | ?
C=CCCC(CN1CCOCC1)Oc1ccc2cccc(OC)c2n1 (stereo not drawn) | 25%
O=C(NNc1ncnc2c1cnn2-c1ccccc1)C1CCCCC1 | 0%
Cc1cc(C(=O)N2CCC3(COc4ncccc4S(=O)(=O)N3)C2)no1 (stereo not drawn) | 0%[6.33 µM]
CCCCCCCCCCCCS(=O)(=O)CC(O)c1ccccc1 (stereo not drawn) | -13%
COC(=O)c1ccc2c(c1)nc1n2[C@@H](CNCc2cccc(OC)n2)COC1 | -2%[176 µM]
COc1cc(NC(=O)O[C@@H]2CC[C@]3(C)C(CC[C@@H](O)[C@H]3CC(=O)N3CCCCC3)[C@]2(C)CO)cc(OC)c1OC (stereo partly drawn) | 10%
O=C(CC1CCCN(c2cnn(CC3CC3)c(=O)c2)C1)NCCN1CCCC1 (stereo not drawn) | 17%
Cn1nc(C2CCN(C(=O)C3CCCO3)CC2)c2c1CCOC2 (stereo not drawn) | 27%
COC(=O)C1CN(Cc2ccccc2)CCS(=O)(=O)N1Cc1ccc(Cl)cc1 (stereo not drawn) | 23%
Cc1ccc(C)c(-c2ccc3ccccc3n2)c1 | 4%
CC1=NN(C(=O)CSCc2ccccc2Cl)C(O)(C(F)(F)F)C1 (stereo not drawn) | 7%
Cc1c(C(=O)COC(=O)CCCNS(=O)(=O)c2cccs2)oc2ccccc12 | -1%
COc1cccc(-c2noc(CC3CCN(C(=O)c4ccc(OC)c(OC)c4)CC3)n2)c1 | 51%[activator]
COC(=O)CC1CCN(C(=O)C2CC(=O)N(c3n[nH]c4cccc(F)c34)C2)CC1 (stereo not drawn) | 20%
C[C@@H]1CN([C@H](C)CO)C(=O)c2cc(Br)cnc2O[C@H]1CN(C)C(=O)c1ccc(F)cc1 | -9%
COc1ccccc1-c1cc(NC(=O)C(C)SC)n[nH]1 (stereo not drawn) | 17%
CCSc1nc(N2CCOCC2)c2sc3c(c2n1)COC(C)(C)C3 | 9%
CC(=O)c1cccc(NC(=O)c2cccc[n+]2[O-])c1 | -37%
Nc1nc(=O)n([C@H]2C[C@H](O)[C@@H](CO)O2)cc1F | 2%[57.4 µM]
COCCCNC(=O)CN(C)C(=O)CCc1ncc(-c2ccccc2)o1 | 45%
Cc1ccccc1CN1CCN(c2oc(C3CC3)nc2C#N)CC1 | -2%
CCS(=O)(=O)Nc1ccc(C)n(CC(=O)NC(C)c2ccccc2)c1=O (stereo not drawn) | 8%
CC(C)C(=O)NCCc1noc(Cc2ccccc2)n1 | 42%[activator]
CCOc1cccc(C(=O)Nc2nnc(-c3ccccc3F)s2)c1 | -71%
Cc1noc(C)c1S(=O)(=O)N1CCC(Cc2nc(-c3cccnc3)n[nH]2)C1 (stereo not drawn) | 86%[activator]
N#Cc1ccccc1CN1CCCCCNC(=O)[C@@H]2CCC[C@@H]21 | 200%[activator]
FC1(F)CN[C@H](c2nc(-c3ncccn3)no2)C1 | 77%[activator]
O=C(Cn1c(-c2ccccc2)cc2ccccc21)N1CCCCC1 | 4%
O=C(COc1cc(O)c2c(=O)cc(-c3ccccc3)oc2c1)Nc1ccccc1F | -7%
COc1ccc2c(Oc3ccc(NC(=O)c4c(C)n(CC(C)(C)O)n(-c5ccccc5)c4=O)cc3F)ccnc2c1 | 0%[57.4 µM]

A second format for part of the listing above:
> Cc1ccccc1CN1CCN(c2oc(C3CC3)nc2C#N)CC1
  12-LOX inh: -2%

> CCS(=O)(=O)Nc1ccc(C)n(CC(=O)NC(C)c2ccccc2)c1=O (stereo not drawn)
  12-LOX inh: 8%

(continued)
SMILES | 12-LOX inh
CC(C)CCN1C(=O)CC[C@]2(C(=O)NC3CC3)CCCC[C@@H]12 | 36%[activator]
CN1CCC/C(=C\Cl)C1=O | -3%
CCNC(=S)N/N=C/c1ccccc1F | ?
COc1ccc(-n2c(=O)cnc3cnc(OC)nc32)cc1 | 8%
COCCNC(=O)c1ccc(CC2CCN(C(=O)CN3CCCCCC3)CC2)cc1 | 64%[activator]
COc1ccccc1-c1[nH]nc2ncc(C(=O)N3CCC(c4ccccc4)CC3)nc12 | 65%[activator][176 µM]
COc1cc2nc(CN(C)CC(=O)Nc3ccc(F)cc3)[nH]c(=O)c2cc1OC | -39%
CCCCS(=O)(=O)N1CCCc2nc(-c3ccc(F)cc3)ccc21 | -17%
CC(C)c1noc(CCNC(=O)[C@H]2CNC[C@H](C(=O)N3CCOCC3)C2)n1 | 55%[activator]
O=C(Nc1ccc2c3c(cccc13)CC2)c1cccc(I)c1 | 3%
Cc1ccccc1NC(=O)N1CCC2(CCCN(C3CCOCC3)C2=O)C1 (stereo not drawn) | 13%
Cc1ccc(S(=O)(=O)Nc2nc3ccccc3nc2N2CCN(c3ccccc3)CC2)cc1 | ?
C[C@@H](NCc1ccccc1)c1onc(-c2ccc(F)cc2)c1C(=O)O | -1%[176 µM]
CCC(C)c1ccc(S(=O)(=O)N2CCN(C(=O)c3n[nH]c(=O)c4ccccc34)CC2)cc1 (stereo not drawn) | -28%
Cc1c(C(=O)NC[C@H]2C[C@@H]3C=C[C@H]2C3)sc2ncnc(NCCc3ccccn3)c12 | 44%[activator]
CCc1nc(-c2c3n(c(=O)n(Cc4ccccc4Cl)c2=O)CCCC3)no1 | 33%[activator]
CCNC(=O)c1sc2ncnc(NC[C@H]3C[C@@H]4C=C[C@H]3C4)c2c1C | 56%[activator]
Cn1c(=O)c2c(nc(N3CCN(C(=O)/C=C/c4ccccc4)CC3)n2Cc2ccccc2)n(C)c1=O | 0%

Exported as labelled records: entries from further up
> COc1cccc(-c2noc(CC3CCN(C(=O)c4ccc(OC)c(OC)c4)CC3)n2)c1
- 12-LOX inh = 51%[activator]

> COC(=O)CC1CCN(C(=O)C2CC(=O)N(c3n[nH]c4cccc(F)c34)C2)CC1 (stereo not drawn)
- 12-LOX inh = 20%

> C[C@@H]1CN([C@H](C)CO)C(=O)c2cc(Br)cnc2O[C@H]1CN(C)C(=O)c1ccc(F)cc1
- 12-LOX inh = -9%

> COc1ccccc1-c1cc(NC(=O)C(C)SC)n[nH]1 (stereo not drawn)
- 12-LOX inh = 17%
